MT1-MMP act inh: blockers of MT1-MMP proenzyme processing, primary screen, HT1080 RFP-PRO-GFP cells, GFP/RFP fluorescence | Matrix metalloproteinase-14 (Homo sapiens), P50281 | GFP/RFP ratio fluorescence, overnight; percent of plate control window, DMSO zero | GFP/RFP ratio change, % at 20 µM | hit rate 0.061% among 360,000 | AID 651647, 2012;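 active means GFP/RFP ratio change of at least 30% with cell ATP level not reduced by more than half and red fluorescence within 50% of control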; further: strong numbers were not always called active
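Assay system: HT1080 cells carrying an RFP-PRO-GFP reporter | Dosing: Single dose of 20 µM compound, 1% DMSO final | Incubation: Cells overnight before dosing, compound overnight, 37 °C, 5% CO2 | Evaluation: GFP/RFP fluorescence ratio | Control set: DMSO and RFP-L50D-GFP cell wells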
TbMetRS inhib: T. brucei MetRS inhibitors, primary screen, biochemical, luminescence; inhibition, % at 11.9 µM; hit rate 0.4% among 360,000; purified T. brucei MetRS, ATP depletion, Kinase-Glo luminescence; AID 624268, 2012;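 active means inhibition above a per-plate cutoff of the control wells' mean inhibition plus 3 SD, cut at about 5.5% in these data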;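 further: 0% = DMSO wells median and 100% = median of wells with control inhibitor compound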
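Assay system: T. brucei methionyl-tRNA synthetase, purified | Medium: HEPES buffer with MgCl2, KCl, DTT, spermine, BSA, pyrophosphatase | Compound: 11.9 µM single point | Incubation: 15 min enzyme-compound preincubation, 2 h reaction, 10 min detection, 25 °C | Measured by: Kinase-Glo luciferase luminescence reporting remaining unconsumed ATP | Measure: % inhibition normalized to control-well medians | Replication: Singlicate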
E coli Lon inh: inhibitors of E. coli Lon protease, primary screen, biochemical, fluorescence polarization. P0A9M0. purified E. coli Lon protease. inhibition, % at 7.94 µM. hit rate 0.42% among 360,000. AID 602123, 2011; in the data active means inhibition above about 13%, passing the limit was not always enough;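 further: 0% = enzyme with probe and DMSO and 100% = no enzyme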
PABP1 MLLE inh: inhibitors of PABP1 MLLE–PAM2 peptide binding, primary screen, biochemical, fluorescence polarization, FITC-PAM2, GST-MLLE; Polyadenylate-binding protein 1 (Homo sapiens), P11940; inhibition, % at 20 µM; hit rate 0.36% among 360,000; AID 588489, 2011; in the data active means inhibition above about 35%, passing the limit was not always enough;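 further: plate controls were DMSO wells with GST-MLLE for no effect and wells lacking GST-MLLE protein for full effect; some results filed as inactive read as strong as hits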
Target sequence (P11940 whole entry, looked up): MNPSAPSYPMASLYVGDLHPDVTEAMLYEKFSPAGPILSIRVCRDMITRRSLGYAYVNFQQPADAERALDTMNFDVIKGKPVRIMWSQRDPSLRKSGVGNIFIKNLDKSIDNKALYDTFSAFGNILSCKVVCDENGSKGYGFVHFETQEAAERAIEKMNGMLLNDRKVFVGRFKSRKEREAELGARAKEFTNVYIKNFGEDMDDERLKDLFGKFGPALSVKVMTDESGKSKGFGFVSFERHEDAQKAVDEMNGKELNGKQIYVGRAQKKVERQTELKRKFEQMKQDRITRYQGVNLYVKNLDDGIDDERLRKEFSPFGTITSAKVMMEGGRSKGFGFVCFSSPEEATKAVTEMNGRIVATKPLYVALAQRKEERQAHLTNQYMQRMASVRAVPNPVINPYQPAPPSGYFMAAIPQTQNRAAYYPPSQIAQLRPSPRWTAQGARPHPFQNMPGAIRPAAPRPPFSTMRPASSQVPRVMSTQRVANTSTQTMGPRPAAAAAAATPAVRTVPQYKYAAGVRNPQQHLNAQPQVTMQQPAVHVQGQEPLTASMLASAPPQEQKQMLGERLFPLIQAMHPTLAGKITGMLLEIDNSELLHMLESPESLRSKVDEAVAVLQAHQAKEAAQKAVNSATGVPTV
SKN-1 block: suppressors of acrylamide-induced Pgst-4::GFP reporter in worms, primary screen, SKN-1 inhibitor project, whole organism, uHTS, GFP/RFP fluorescence ratio, strain VP596. C. elegans VP596 Pgst-4::GFP/RFP ratio, 24 h. inhibition, % at 21.8 µM. hit rate 0.49% among 360,000. AID 624304, 2012;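 active means interference check ratio from 0.5 to 1.5 plus GFP to RFP signal ratio inhibition reaching or exceeding a fixed threshold, cut at about 30% in these data, passing the limit was not always enough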; further: some compounds called inactive have numbers as strong as hits
NRP1-CendR mod: modulators of CendR peptide binding to NRP-1, primary screen, biochemical, fluorescence polarization, uHTS. inhibition, % at 25 µM. AID 602438, 2012. FAM-RPARPAR peptide binding to NRP-1. hit rate 0.85% among 360,000;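 active means inhibition or corrected inhibition above about 18%, plus a signal ratio from 0.5 to 1.5, limit read from the data, passing the limit was not always enough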; further: strong numbers were not always called active
MsrA inhibitor: bovine MsrA enzyme inhibitors, primary screen, biochemical, absorbance, HTS. inhibition, % at 15.5 µM. hit rate 0.75% among 360,000. Methionine sulfoxide reductase A (Bos taurus). AID 651718, 2012. purified bovine MsrA, absorbance read-out; in the data active means inhibition above about 4.5%;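 further: 0% = vehicle wells with enzyme and 100% = reference inhibitor wells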
FAS-TE inh: FAS thioesterase domain inhibitors, primary screen, biochemical, fluorescence intensity, uHTS. recombinant FAS-TE, OMFH fluorogenic substrate, fluorescence endpoint. hit rate 0.67% among 360,000. Fatty acid synthase (Homo sapiens), P49327. AID 602261, 2012. inhibition, % at 15 µM;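 active means compounds whose normalised, plate-corrected inhibition of enzyme fluorescence in the single-dose primary screen is 50% or more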;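 further: 0% = DMSO with enzyme and 100% = substrate without enzyme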
MsrA act: bovine MsrA enzyme activators, primary screen, biochemical, absorbance, HTS; Methionine sulfoxide reductase A (Bos taurus); purified bovine MsrA, absorbance read-out; activation, % at 10.6 µM; hit rate 0.3% among 360,000; AID 602163, 2012; in the data active means activation above about 7.5%;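 further: 0% = vehicle and 100% = reference activator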
The depositor's hits bear a star; / = not tested or not shown. Rows were taken by chance, and some 4% of all compounds hit somewhere here.

SMILES	MT1-MMP act inh	TbMetRS inhib	E coli Lon inh	PABP1 MLLE inh	SKN-1 block	NRP1-CendR mod	MsrA inhibitor	FAS-TE inh	MsrA act
CC1CC(C)CN(C(=O)c2ccc3c(c2)N(Cc2ccccc2)CCS3)C1 (stereo not given)	-6	-0.4	4	-4	-1	12	/	22	-5
COc1ccc(NC(=O)/C=C/c2ccco2)cn1	1	0.2	-2	3	-7	-4	4.9*	-5	-6
Cc1cccc(C)c1N(CC(=O)N(C)Cc1ccccc1)S(C)(=O)=O	-1	-0.7	9	-15	6	4	0.8	-2	-3
COc1ccc(OC)c(-c2csc(N3CCC(c4ccccc4)CC3)n2)c1	-1	-0.1	-10	8	-1	-13	-0.1	19	-3
Clc1cc2cccnc2c2ncccc12	2	0.3	-1	19	7	-15	1.7	-9	-2
Cc1nc(C)c(Cc2ccccc2Cl)c(=O)[nH]1	8	0.3	-7	7	-1	-16	-0.4	-12	-1
Cc1cccc(C)c1NC(=O)C(NC(=O)c1ccccn1)c1ccc([N+](=O)[O-])cc1 (stereo not given)	9	0.1	-12	9	-1	7	-0.9	23	-1
CCn1cc(CN2CCC(C(=O)Nc3ccc(Oc4ccccc4)nc3)CC2)cn1	4	-0.3	-18	6	7	14	0.9	-4	0
C[C@H](CO)N1C[C@H](C)[C@@H](CN(C)Cc2ccncc2)OCCCC[C@H](C)Oc2ccc(NC(=O)CCCN(C)C)cc2C1=O	7	-1.1	-9	-123	2	-12	1.3	-2	-4
CC1CCc2c(sc(NC(=O)CCC(=O)O)c2C(=O)NC2CC2)C1 (stereo not given)	1	-0.2	0	40*	-3	7	1.4	0	-4
CN1c2ccccc2N(C)C1c1ccc2c(c1)OCO2	-6	-0.5	3	-4	-7	6	0.6	-6	2
Cc1ccc(NC(=O)CN(C)S(=O)(=O)c2cccc3nsnc23)cc1C	-8	0.3	-1	-6	29	0	0.5	1	-2
CCC(C(=O)NC1CCCC1)N(C(=O)Cn1nnc(-c2ccc(C)cc2)n1)C1CCCC1 (stereo not given)	-8	0.3	-1	-16	-2	-6	0.4	12	0
C=C[C@@H]1c2c(F)cccc2N(S(=O)(=O)c2ccc(C)cc2)[C@H](c2ccc(OC(C)=O)cc2)C1(C#N)C#N	-20	-0.4	-1	-9	-7	14	1.2	36	-3
CC(CN1CCN(c2ccccc2)CC1)c1ccccc1 (stereo not given)	-2	-0.3	-10	-1	-20	-6	0.2	0	-7
COc1cc2c(cc1OC)C(C)N(CCN1C(=O)c3ccccc3C1=O)CC2 (stereo not given)	3	0.1	-8	9	-11	-5	0.9	-7	-4
CCOC(=O)c1c(C)[nH]c(C)c1C(=O)COC(=O)c1cccs1	8	0.5	-6	-15	15	-6	-0.8	-7	0
Cc1cccc(CCNC(=O)c2oc3c(C)c(C)ccc3c2C)n1	-6	-0.1	-8	9	-1	2	-1.1	3	0
O=C(N/C(=C/c1ccco1)C(=O)N1CCc2ccccc21)c1ccco1	-2	-0.3	-11	-9	0	-21	3.1	-7	-4
COCCn1c(SCc2nnc(-c3ccc(OC)c(OC)c3)o2)nnc1-c1ccncc1	-1	0.0	2	6	-6	2	0.3	-2	-3
CC(NC(=O)COC(=O)c1ccccc1O)c1ccccc1 (stereo not given)	1	-0.2	-3	-6	8	-4	0.7	-6	-3
O=C(Nc1nncs1)C12CC3CC(CC(Cl)(C3)C1)C2	-7	-0.4	-2	11	-2	3	-0.6	-3	-3
CC1CCCCC1NC(=O)C1CCN(c2c3c(nc4ncnn24)CCC3)CC1 (stereo not given)	0	-0.3	5	-3	11	8	0.9	-4	-1
CCOc1cc(CN2CCN(c3cccc(C(F)(F)F)c3)CC2)ccc1OC	0	-0.1	-1	6	8	14	0.6	18	-2
COC(=O)c1c(CSc2ccc(Cl)cc2)noc1C(=O)NCc1ccco1	2	-0.3	2	1	-1	7	0.1	24	-2
Remaining list, next part
SMILES	MT1-MMP act inh	TbMetRS inhib	E coli Lon inh	PABP1 MLLE inh	SKN-1 block	NRP1-CendR mod	MsrA inhibitor	FAS-TE inh	MsrA act
CN(C(=O)CSc1nncn1-c1ccccc1)c1ccccc1	2	-0.4	2	-11	1	3	-1.4	-3	-2
COc1cccc(-c2cc(N3CCN(C(=O)c4ccoc4)CC3)n3nc(-c4cccc(Cl)c4)cc3n2)c1	-2	-1.2	2	1	-8	-14	-0.9	22	-3
Cc1ccc(C)c(N2N=C(C(=O)N(CC(C)C)c3c(N)n(Cc4ccccc4)c(=O)[nH]c3=O)CCC2=O)c1	-1	-0.4	-8	-19	3	6	0.3	-6	-3
CCCOC(=O)c1ccc(S(N)(=O)=O)o1	3	-0.8	-5	5	-5	-2	-1.7	-10	-5
Cc1cc(C)c(C(=O)c2cccs2)c(C)c1	4	-0.3	-15	-12	5	6	0.5	11	1
c1cncc(-c2noc(-c3ccco3)n2)c1	7	0.5	0	5	19	8	-0.9	-6	1
COC(=O)c1c(C)oc(C)c1S(=O)(=O)NCC1CC1	3	-0.5	2	3	2	-12	-1.0	-9	1
CCOC(=O)/C(=N\NC(=O)c1ccccc1)c1ccccc1	7	-0.6	-3	12	2	-2	-0.2	-2	-1
Cc1ccc(-c2ccc(/C=C/C(=O)c3ccccc3)o2)cc1	-10	0.5	-36	-46	3	-80	1.0	14	-5
O=C(NC1CCCCC1)c1cccnc1Sc1ccccc1Cl	4	0.5	-4	-11	17	3	0.5	0	-1
Cn1c(Cn2c(=O)sc3ccccc32)nnc1SCc1cccc(F)c1	0	2.1	7	-4	4	-1	-0.3	0	-6
CC1(C(=O)NS(=O)(=O)c2ccc(Cl)cc2)CCN1C(=O)c1ccccc1CCc1ccccc1 (stereo not given)	-5	-0.4	11	10	-6	14	0.9	0	-13
O=C(COCC(=O)N/N=C/c1ccccc1F)N/N=C/c1ccccc1F	-2	-0.5	-10	1	4	-5	-1.3	-7	-1
CC(C)N(CCc1ccncc1)C(=O)Nc1ccc(F)cc1	-2	-0.4	1	1	12	-3	-0.3	-5	-1
O=C(c1ccc(NC(=O)C2(c3ccccc3)CCCC2)cc1)N1CCOCC1	-2	-0.1	-6	11	-15	6	-0.8	-2	-2
Cc1ccc(NC(=S)NCCN2CCOCC2)cc1	3	-0.8	-2	-22	-10	13	0.2	-7	1
CCOc1ccc(S(=O)(=O)N2CCC(C(=O)N3CCN(c4ccccc4F)CC3)CC2)cc1C	7	-0.5	-6	3	-34	-9	-0.8	16	-3
CC(C)CC(N=C1NC(C)(C)Cc2ccccc21)C(=O)O (stereo not given)	2	-0.1	-2	15	5	-4	0.6	-3	-3
OC(COc1cccc(OCC(O)CN2CCCC2)c1)CN1CCCC1 (stereo not given)	9	-1.8	11	1	6	0	0.1	-9	0
C#CCOCCOCCOCCNc1nc(N2CCN(C(=O)[C@H](CCCCN)n3cc([C@@H](N)[C@H](C)CC)nn3)CC2)nc(N2CCN(C(=O)[C@H](CCC(=O)O)n3cc([C@@H](N)CCCCN)nn3)CC2)n1	2	0.3	-9	-5	1	9	0.3	-11	3
COc1ccc(S(=O)(=O)N2CCC[C@H]2C(=O)N2CCC[C@H]2C(=O)N[C@@H](C)c2ccccc2)cc1C	5	-0.2	5	/	1	13	1.0	-8	-1
O=C(O)CCCC(=O)Nc1ccccc1Oc1ccccc1	1	1.6	0	4	-3	-10	-1.8	-8	-1
O=C(Nc1ccccc1)c1cn(CCBr)cn1	-3	-0.1	2	10	-7	18	-0.1	-6	-3
COC(=O)c1ccc2c(=O)n(CCCCCC(=O)O)c(=S)[nH]c2c1	4	0.3	-30	-13	10	1	-0.6	-8	0
Cc1cccc(NC(=O)C2C(c3ccccc3)C2(Cl)Cl)c1C (stereo not given)	3	-0.6	0	6	-3	8	-0.3	16	1
COc1cccc(CN2CCN(CC#Cc3ccccc3)CC2CCO)c1 (stereo not given)	1	-0.7	-1	6	-11	6	1.2	0	-9
COc1ccccc1/C=C/C(=O)N1CCN(S(=O)(=O)c2cc(C)ccc2C)CC1	-4	0.1	-5	-5	16	-12	0.6	28	-2
O=C(CSc1nnc(CNC(=O)c2ccco2)o1)Nc1ccc(F)cc1	3	-0.2	-1	-16	0	-5	-0.5	-9	-2
CCCNC(=O)c1cc(C2CCCCN2S(=O)(=O)c2ccc(F)cc2F)on1 (stereo not given)	6	-0.1	-3	3	6	-9	-0.3	-2	0
CN(C)CCCNC(=O)c1cccc(-c2ccc3nncn3c2)c1	3	0.2	-1	5	0	9	-0.6	-5	-4

Gathered by group: the compounds so far with an aryl methoxy group.
SMILES	MT1-MMP act inh	TbMetRS inhib	E coli Lon inh	PABP1 MLLE inh	SKN-1 block	NRP1-CendR mod	MsrA inhibitor	FAS-TE inh	MsrA act
COc1ccc(NC(=O)/C=C/c2ccco2)cn1	1	0.2	-2	3	-7	-4	4.9*	-5	-6
COc1ccc(OC)c(-c2csc(N3CCC(c4ccccc4)CC3)n2)c1	-1	-0.1	-10	8	-1	-13	-0.1	19	-3
COc1cc2c(cc1OC)C(C)N(CCN1C(=O)c3ccccc3C1=O)CC2 (stereo not given)	3	0.1	-8	9	-11	-5	0.9	-7	-4
COCCn1c(SCc2nnc(-c3ccc(OC)c(OC)c3)o2)nnc1-c1ccncc1	-1	0.0	2	6	-6	2	0.3	-2	-3
CCOc1cc(CN2CCN(c3cccc(C(F)(F)F)c3)CC2)ccc1OC	0	-0.1	-1	6	8	14	0.6	18	-2
COc1cccc(-c2cc(N3CCN(C(=O)c4ccoc4)CC3)n3nc(-c4cccc(Cl)c4)cc3n2)c1	-2	-1.2	2	1	-8	-14	-0.9	22	-3
COc1ccc(S(=O)(=O)N2CCC[C@H]2C(=O)N2CCC[C@H]2C(=O)N[C@@H](C)c2ccccc2)cc1C	5	-0.2	5	/	1	13	1.0	-8	-1
COc1cccc(CN2CCN(CC#Cc3ccccc3)CC2CCO)c1 (stereo not given)	1	-0.7	-1	6	-11	6	1.2	0	-9
COc1ccccc1/C=C/C(=O)N1CCN(S(=O)(=O)c2cc(C)ccc2C)CC1	-4	0.1	-5	-5	16	-12	0.6	28	-2

Molecules from the list above that contain two or more sulfur atoms:
SMILES	MT1-MMP act inh	TbMetRS inhib	E coli Lon inh	PABP1 MLLE inh	SKN-1 block	NRP1-CendR mod	MsrA inhibitor	FAS-TE inh	MsrA act
Cc1ccc(NC(=O)CN(C)S(=O)(=O)c2cccc3nsnc23)cc1C	-8	0.3	-1	-6	29	0	0.5	1	-2
Cn1c(Cn2c(=O)sc3ccccc32)nnc1SCc1cccc(F)c1	0	2.1	7	-4	4	-1	-0.3	0	-6

Screens deposited in PubChem BioAssay by several laboratories.
